Screening data deposited in PubChem by several laboratories.
procasp3 activ – activators of human procaspase-3 D3A mutant, primary screen, biochemical, absorbance, PC-3 D3A mutant, single concentration | activation, % at 8.5 µM | AID 463141, 2010 | recombinant procaspase-3 D3A, Ac-DEVD-pNA absorbance 405 nm | 330,000 tested, 0.11% active;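 active = activation above the mean of all tested compounds plus 3 SD, cut at about 21% in these data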;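 note: 0% = DMSO alone and 100% = DMSO wells spiked with extra 5 µM PC-3 D3A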
Target sequence (P42574 whole entry D9A/D28A/D175A): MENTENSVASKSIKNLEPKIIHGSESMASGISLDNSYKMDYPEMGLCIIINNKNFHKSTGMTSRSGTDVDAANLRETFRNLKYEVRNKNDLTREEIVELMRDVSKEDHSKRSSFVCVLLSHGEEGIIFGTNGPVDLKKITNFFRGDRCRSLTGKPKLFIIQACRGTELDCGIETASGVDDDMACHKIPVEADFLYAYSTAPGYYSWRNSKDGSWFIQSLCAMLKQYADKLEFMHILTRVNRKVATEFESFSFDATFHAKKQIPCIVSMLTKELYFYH
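Test system: Procaspase-3 D3A mutant, all three cleavage aspartates alanine | Dosing: Single dose, 8.5 µM nominal compound, 0.8% DMSO | Schedule: 1 h preincubation, 2 h reaction | Technique: 405 nm absorbance of p-nitroaniline, reads at 0 and 120 min | Repeats: One well per compound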
proCasp7 act – procaspase-7 activators, primary screen, counter-screen for procaspase-3 activator project, biochemical, absorbance, HTS, human; recombinant procaspase-7, Ac-DEVD-pNA absorbance 405 nm; D23A/D198A/D206A triple mutant, cannot self-cleave; scale: DMSO 0, 5 µM enzyme 100; activation, % at 8.5 µM; 330,000 tested, 0.093% active;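 active = percent activation above the screen-wide mean plus 3 SD, cut at about 25% in these data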
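Replicates: singlicate. Assay system: Procaspase-7 triple mutant (PC-7 D3A). Signal: 405 nm absorbance of p-nitroaniline. Times: 1 h preincubation, 2 h reaction. Buffer or medium: Zinc-free HEPES pH 7.4 with 300 mM NaCl, 0.01% Triton X-100. Also added: DEVD-pNA substrate. Benchmarks: DMSO wells as 0%, DMSO with 5 µM added PC-7 as 100%.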
RPL19A-GFP yeast – RPL19A-GFP expression modulators in yeast, primary screen, cell-based, S. cerevisiae, multiplex flow cytometry, MLPCN. S. cerevisiae RPL19A-GFP strain, 3 h; active compounds read low. percent response vs DMSO, % at 10 µM. 330,000 tested, 0.3% active. AID 2025, 2009;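 active = percent response vs DMSO below 50%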;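 note: median channel GFP fluorescence of the barcoded RPL19A-GFP strain; ratio of sample median GFP to plate DMSO average so 100% = DMSO; lower means less RPL19A-GFP as with rapamycin TOR inhibition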
AGP1 TOR yeast – modulators of AGP1-GFP expression in yeast TOR pathway, primary screen, cell-based, multiplex flow cytometry, S. cerevisiae, MLPCN library; 3 h; GFP as percent of DMSO wells; GFP response vs DMSO, % at 10 µM; 320,000 tested, 0.02% active;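 active = GFP response relative to DMSO above a set limit, near screen average plus 3 SD, cut at about 150% in these data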;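 note: median GFP channel fluorescence of the gated AGP1 strain per well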
AHR act – AHR activators, primary screen, cell-based, luminescence, luciferase reporter, human; 320,000 tested, 2.5% active; activation, % at 5 µM; AHR-responsive luciferase reporter cells; Aryl hydrocarbon receptor (Homo sapiens), P35869; in the data active = activation above about 47%;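 note: 0% = vehicle wells and 100% = reference agonist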
Target sequence (P35869 whole entry, looked up): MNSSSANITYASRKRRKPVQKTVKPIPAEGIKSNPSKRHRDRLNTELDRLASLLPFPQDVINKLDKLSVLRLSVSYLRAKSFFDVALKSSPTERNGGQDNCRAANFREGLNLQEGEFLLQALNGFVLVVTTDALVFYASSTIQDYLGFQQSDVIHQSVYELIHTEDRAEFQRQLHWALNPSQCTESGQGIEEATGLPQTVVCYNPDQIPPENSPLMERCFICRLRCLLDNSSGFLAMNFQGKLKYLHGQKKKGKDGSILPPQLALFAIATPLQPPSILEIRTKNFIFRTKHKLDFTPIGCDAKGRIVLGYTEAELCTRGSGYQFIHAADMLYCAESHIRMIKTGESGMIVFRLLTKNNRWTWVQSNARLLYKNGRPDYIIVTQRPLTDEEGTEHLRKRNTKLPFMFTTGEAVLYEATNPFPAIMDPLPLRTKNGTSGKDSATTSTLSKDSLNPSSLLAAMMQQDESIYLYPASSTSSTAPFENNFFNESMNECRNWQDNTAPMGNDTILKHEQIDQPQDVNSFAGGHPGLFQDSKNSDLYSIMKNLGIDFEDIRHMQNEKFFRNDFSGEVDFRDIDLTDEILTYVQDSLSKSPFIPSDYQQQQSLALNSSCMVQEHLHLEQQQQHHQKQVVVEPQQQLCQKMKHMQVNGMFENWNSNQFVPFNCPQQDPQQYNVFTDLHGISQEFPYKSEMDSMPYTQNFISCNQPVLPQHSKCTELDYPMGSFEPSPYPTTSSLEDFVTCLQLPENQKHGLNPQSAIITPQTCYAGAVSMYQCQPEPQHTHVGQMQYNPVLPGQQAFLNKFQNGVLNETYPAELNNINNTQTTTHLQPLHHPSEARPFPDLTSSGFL
MEP2 TOR yeast – modulators of MEP2-GFP levels in yeast, primary screen, S. cerevisiae, multiplex flow cytometry, MLPCN library; S. cerevisiae MEP2-GFP strain, 3 h; 100% = DMSO control level; GFP response vs DMSO, % at 10 µM; 330,000 tested, 0.51% active; AID 2016, 2009;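 active = GFP response versus DMSO above a set limit, roughly screen mean plus 3 SD, cut at about 180% in these data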;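 note: median GFP fluorescence of the barcode-gated MEP2-GFP cells per well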
LAP4 TOR yeast – modulators of LAP4-GFP expression in yeast, primary screen, S. cerevisiae, multiplex flow cytometry, MLPCN library | 3 h; median GFP as percent of DMSO wells | GFP response vs DMSO, % at 10 µM | 320,000 tested, 0.34% active | AID 2023, 2009;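 active = GFP response vs DMSO above a set limit, about the screen mean plus 3 SD, cut at about 150% in these data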
CIT2 TOR yeast – modulators of CIT2-GFP expression in yeast, primary screen, S. cerevisiae, GFP fusion, multiplex flow cytometry, MLPCN library. S. cerevisiae CIT2-GFP strain, 3 h; 100 means same as DMSO wells. GFP response vs DMSO, % at 10 µM. 320,000 tested, 0.065% active;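 active = GFP response relative to DMSO above a set limit, near the screen mean plus 3 SD, cut at about 150% in these data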;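 note: ratio of well median GFP fluorescence to mean of DMSO wells on the plate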
* = called active by the depositor; . = no result given; [ ] = remark or other dose. Not a hit list. Share with any hit: about 3.5%.

SMILES	procasp3 activ	proCasp7 act	RPL19A-GFP yeast	AGP1 TOR yeast	AHR act	MEP2 TOR yeast	LAP4 TOR yeast	CIT2 TOR yeast
Nc1nc(-c2ccccc2)cs1	4	4	98	104	6	106	104	98
CCCn1c(N)c(N2CCCCC2)c(=O)n(CC(=O)Nc2ccccc2)c1=O	5	12	101	100	-1	108	101	104
O=C(N/N=C/c1ccncc1)c1cc(C2CC2)nc2ccccc12	3	-12	106	111	10	109	100	103
C/C(=N/OC(=O)c1ccc(Cl)cc1Cl)c1oc(C)nc1C	-3	2	96	97	2	92	104	91
C#CCOCCOCCOCCNc1nc(N2CCN(C(=O)[C@H](CCCN=C(N)N)n3cc(C(N)[C@@H](C)CC)nn3)CC2)nc(N2CCN(C(=O)[C@H](CC(N)=O)n3cc([C@@H](N)C(C)C)nn3)CC2)n1 (some centres not stated)	-7	3	94	89	1	91	86	91
Cc1cc(C)cc(NC(=O)c2cc(C)nn2C)c1	2	4	107	105	14	79	106	104
Cc1ccccc1OCCNC(=O)c1ccc2ccccc2n1	0	10	99	96	10	105	104	96
COc1ccc(CNC/C=C/c2ccccc2)cc1	.	.	104	100	.	101	98	103
O=C(Nc1cscc1S(=O)(=O)c1ccccc1)c1ccccc1Cl	-1	0	97	99	1	89	109	94
CC(C)Cn1c(SC(C)C(=O)NC2CC2)nnc1-c1ccccc1F (configuration not stated)	-2	-11	94	100	-1	94	99	93
COc1ccc(C(=O)NCCN2CCCC2)cc1	0	5	109	108	0	105	89	115
CCCCC(CCC(=O)O)(C(=O)OCC)c1csc(Nc2ccc(C)cc2)n1 (configuration not stated)	-2	1	94	.	2	99	100	97
O=C(NC(=S)Nc1cccc(Cl)c1N1CCCC1)c1ccc(-c2cccc([N+](=O)[O-])c2)o1	3	-7	97	100	9	96	101	93
Cc1cc(C(=O)COC(=O)c2ccc[nH]c2=O)c(C)n1CCc1ccc(F)cc1	5	10	111	101	41	108	104	105
Cc1ccn2cc(C(=O)NC3CCN(Cc4ccccc4)CC3)nc2c1	3	10	100	103	1	110	103	104
CCC(=O)c1c[nH]c(C(=O)NCc2cccnc2)c1	-4	5	109	103	7	101	103	102
CC(C)CN1CCN(CCCc2ccccc2)C(CCO)C1 (configuration not stated)	12	4	102	130	1	106	104	96
CN(C)S(=O)(=O)N(CC(=O)N(Cc1ccccc1)Cc1ccccc1)c1ccccc1	-1	-4	96	105	-1	99	93	99
Cc1cccc(C)c1OCC(=O)NNC(=O)CNC(=O)c1ccc(OC(F)F)cc1	-2	11	100	101	-1	103	104	93
CCc1c(O)c(-c2ccccc2)c(=O)n(-c2ccccn2)c1-c1ccccc1	3	5	95	96	-1	100	111	90
CC(=O)N1CCOc2ccc(S(=O)(=O)NCC3CCC(C(=O)NCCC(C)C)CC3)cc21 (configuration not stated)	0	-1	96	98	1	96	98	93
C/C(=N\NC(=O)c1ccc(CSc2nncn2C)cc1)c1cccs1	0	-7	94	89	6	87	78	90
O=C(NCc1ccco1)c1cnccn1	-7	-11	93	94	2	88	92	101
Cc1cc(C)cc(NC(=S)N2CCN(CCO)CC2)c1	0	2	96	93	9	95	83	92
Cn1c(Cn2c(=O)sc3ccccc32)nnc1SCC(=O)NC1CCCC1	-2	-5	98	100	-1	100	101	98
CC(C)CN1C(=O)C(=O)N(CC(=O)Nc2cccc(Cl)c2Cl)C1=O	-2	1	95	102	1	101	103	99
CCn1c(-c2ccccc2Cl)nn(CC(=O)NCCc2ccccc2)c1=S	-5	6	95	99	4	99	89	98
Cc1ccc(Cn2c(CCC(=O)O)nc3ncccc3c2=O)cc1	.	.	104	96	.	97	86	103
O=C(NC1CCCN(Cc2ccccc2F)C1)c1cccs1 (configuration not stated)	5	-1	103	97	2	104	89	98
CC(C)C(CO)NC(=O)CC(=O)NC(CO)C(C)C (configuration not stated)	6	-9	97	94	-1	91	93	101

Some of these compounds in order of the AGP1 TOR yeast value, highest first.
smiles	procasp3 activ	RPL19A-GFP yeast	AGP1 TOR yeast	AHR act	MEP2 TOR yeast	LAP4 TOR yeast	CIT2 TOR yeast
Cc1cccc(C)c1OCC(=O)NNC(=O)CNC(=O)c1ccc(OC(F)F)cc1	-2	100	101	-1	103	104	93
Cn1c(Cn2c(=O)sc3ccccc32)nnc1SCC(=O)NC1CCCC1	-2	98	100	-1	100	101	98
O=C(NC1CCCN(Cc2ccccc2F)C1)c1cccs1 (configuration not stated)	5	103	97	2	104	89	98

(listing goes on)
SMILES	procasp3 activ	proCasp7 act	RPL19A-GFP yeast	AGP1 TOR yeast	AHR act	MEP2 TOR yeast	LAP4 TOR yeast	CIT2 TOR yeast
CC(=O)c1ccc(OCCCC(=O)Nc2ccc3c(c2)OCCO3)cc1	1	3	105	104	-1	131	123	98
CC(C)CCn1c(=O)c2ccccc2n2c(CN3C(=O)NC4(CCC(C)CC4)C3=O)nnc12 (configuration not stated)	-10	1	102	104	5	97	88	100
O=[N+]([O-])c1ccccc1S(=O)(=O)NC1CCCCCCC1	4	-13	104	104	1	101	104	100
CCCCNC(=O)COC(=O)c1ccc(SC)cc1OC	1	3	102	101	-1	100	101	100
O=C(NC1CCCCC1)c1cc(-c2ccccc2O)on1	-8	8	101	102	-8	103	98	102
CSc1ncccc1C(=O)N1CCN(S(=O)(=O)c2ccc3ccccc3c2)CC1	-6	1	99	98	3	102	103	98
CCOC(=O)c1ccc(NC(=O)C(=O)NCC2(c3ccc(OC)cc3)CCOCC2)cc1	11	2	91	109	-1	86	102	113
COC(=O)CCC(=O)N1CCCC(N2CCN(c3cccc(C(F)(F)F)c3)CC2)C1 (configuration not stated)	5	-3	106	100	0	110	91	106
CCSc1nc(C)cc(Oc2ccc(=O)n(C)n2)n1	-2	3	103	104	3	100	113	.
CCOC(=O)Cc1cc(-c2ccc(F)cc2)nc2ccc3ccccc3c12	1	7	94	98	61*	99	101	86
COC(=O)CCC(=O)Nc1sc2c(c1C#N)CCCC2	-7	6	103	111	6	102	98	110
COc1ccc(C(O)P(=O)(OCc2ccccc2)c2ccc(N(C)C)cc2)cc1 (configuration not stated)	-3	0	99	109	-3	100	111	101
COc1ccccc1NC(=O)CSc1nc2sc(C)c(C)c2c(=O)n1Cc1ccco1	5	-6	98	100	3	100	96	95
COc1ccc(OCC(=O)NNC(=O)c2cc3ccccc3o2)cc1	-12	-1	99	88	6	105	89	95
CCNc1nc(NCC)nc(OCCNS(=O)(=O)c2cc(C)ccc2C)n1	6	7	98	102	3	100	98	103
CC(C)=C(NC(=O)c1ccccc1)C(=O)Nc1cccc(C(=O)O)c1	-1	15	103	96	-2	101	92	106
CCn1c(SCC(=O)N2CCCC(C)C2)nnc1-c1ccc(S(=O)(=O)N2CCN(C)CC2)cc1 (configuration not stated)	-12	-3	102	102	0	108	106	91
CCCCN(C(=O)C1CCN(C(=O)c2ccccc2C)CC1)c1c(N)n(CCCC)c(=O)[nH]c1=O	4	5	100[may fluoresce green]	103[may fluoresce green]	0	95[may fluoresce green]	97[may fluoresce green]	98[may fluoresce green]
Cc1ccc(N(Cc2ccccc2)C(=O)c2cccc(S(=O)(=O)N3CCOCC3)c2)cc1	-4	-1	98	110	2	99	99	102
COc1ccc(COc2cc(-c3cccc(OC)c3)nc3ccc(N)cc23)cc1	9	-1	108	100	14	103	105	99
Oc1cccc(/C=N/n2c(C3CCCCC3)n[nH]c2=S)c1	-3	9	101	95	-1	105	103	96
CNC(=O)Nc1cccc(C(F)(F)F)c1	-1	2	95	103	2	105	99	101
Cc1c(CCC(C)C)c(-n2ccnc2C)n2c(nc3ccccc32)c1C#N	-1	5	99	102	0	105	106	100
Cc1cc(C)c(S(=O)(=O)N2CCOC2CNC(=O)C(=O)NCCc2ccc(S(N)(=O)=O)cc2)c(C)c1 (configuration not stated)	8	8	97	96	-1	98	97	100
COCCn1c(SCC(=O)NN2C(=O)NC(C)(c3ccccc3)C2=O)nnc1-c1ccncc1 (configuration not stated)	7	14	111	113	2	113	107	110
CN(C)c1nc2sc3c(c2c(=O)n1C)CC(C)(C)OC3	-10	8	103	95	8	109	119	104
CC(C)(C)NNC(=S)Nc1ccc(S(=O)(=O)N2CCOCC2)cc1	0	11	98	102	0	103	101	95
c1nnc(NC2=NCCC2)s1	6	-1	98	96	-2	98	94	94
COc1ccccc1CNC(=O)CN1C(=O)NC2(CCCc3sccc32)C1=O (configuration not stated)	-2	5	100	103	0	100	97	100
COc1ccc(NC(=O)CSc2nnc(Cc3cccs3)n2-c2ccc(C)cc2)cc1	-2	3	102	107	0	105	99	106

An excerpt from above, limited to MEP2 TOR yeast, CIT2 TOR yeast and proCasp7 act:
mol,MEP2 TOR yeast,CIT2 TOR yeast,proCasp7 act
Oc1cccc(/C=N/n2c(C3CCCCC3)n[nH]c2=S)c1,105,96,9
Cc1cc(C)c(S(=O)(=O)N2CCOC2CNC(=O)C(=O)NCCc2ccc(S(N)(=O)=O)cc2)c(C)c1 (configuration not stated),98,100,8

Other structures
SMILES	procasp3 activ	proCasp7 act	RPL19A-GFP yeast	AGP1 TOR yeast	AHR act	MEP2 TOR yeast	LAP4 TOR yeast	CIT2 TOR yeast
Cc1ccc2cccc(OCCCOc3ccccc3CO)c2n1	4	1	102	97	11	102	93	110
O=S(=O)(c1ccc(-c2csc(Nc3ccc(F)cc3)n2)cc1)N1CCCC1	-9	4	95	111	0	115	127	103
CC(C)(C)NC(=O)Nc1ccc(Br)cc1	3	1	105	100	11	102	98	104
CCOc1cccc(/C=N/NS(=O)(=O)c2ccc(C)c([N+](=O)[O-])c2)c1O	-1	-6	100	99	2	94	101	96
Cc1ccc(S(=O)(=O)NCCc2nnc3ccc(SCc4cccnc4)nn23)cc1	-10	-3	107	101	1	105	98	93
CCOC(CCNC(=O)c1cc(-c2cccs2)nc2ccccc12)OCC	16	12	100	105	4	109	98	102
COc1ccccc1NS(=O)(=O)c1cc(NC(=O)COc2ccccc2)ccc1N1CCOCC1	1	0	101	103	0	108	94	107
CCC(C)NC(=O)c1nn(Cc2ccccc2)c(=O)c2ccccc12 (configuration not stated)	1	4	104	101	-3	106	97	98
O=C(NC1CCN(C(=O)c2cccc([N+](=O)[O-])c2)CC1)c1ccccc1	-2	-10	102	94	3	102	97	97
CCC(C)Nc1nnc(SCC(=O)c2c(N)n(C3CC3)c(=O)[nH]c2=O)s1 (configuration not stated)	-2	5	103	100	0	107	93	105
O=C1c2ccccc2C(=O)N1CCN1CCCCC1	2	-7	100	109	1	107	106	108
CS(=O)(=O)c1ccc(Sc2nc3ccccc3s2)c([N+](=O)[O-])c1	3	5	100	96	2	100	99	100
Cc1cccc([C@@H]2[C@@H]3C(=O)N(Cc4ccccc4)C(=O)[C@@H]3[C@]3(C)C(=O)N(c4ccc(Br)cc4)C(=O)N23)c1	-4	-2	96	82	0	88	99	73
O=C(CCNS(=O)(=O)c1ccc2c(c1)CCC(=O)N2)NCc1cccnc1	2	2	93	93	0	90	94	93
O=C(O)COc1ccc(/C=C/c2ccc3cccc([N+](=O)[O-])c3n2)cc1	-11	-2	117	107	7	86	98	108
CCOc1ccc(NS(=O)(=O)c2ccc(NS(=O)(=O)c3ccc(SC)cc3)cc2)cc1	3	-17	101	96	3	103	106	98
